Assay outcomes: PubChem BioAssay, The Scripps Research Institute Molecular Screening Center
FBW7 activator – activators of human E3 ligase FBW7; normalized activity (activation), % at 26.1 µM; Q969H0; AID 1259310; 0.13% of 650,000 active; AlphaScreen FBW7–phospho-cyclin E peptide binding, activator screen; in the data active means normalized activity above about 1.9%;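 further: purified mutant Fbw7 with reduced substrate affinity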
TEAD-YAP inh – TEAD-YAP interaction inhibition. inhibition, % at 9.12 µM. 1.4% of 640,000 active. HEK-TIYL cells, TEAD-Gal4/YAP UAS-luciferase luminescence; in the data active means inhibition above about 32%;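 further: 0% = median of test compound wells and 100% = reference inhibitor wells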
GPR151 activ – activators of human GPR151 | PathHunter beta-arrestin GPR151 cells, luminescence | activation, % at 11.2 µM | Q8TDV0 | 1% of 650,000 active; in the data active means activation above about 4.9%;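 further: 0% = median of compound wells and 100% = cells with positive control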
Target sequence (Q8TDV0 whole entry, looked up): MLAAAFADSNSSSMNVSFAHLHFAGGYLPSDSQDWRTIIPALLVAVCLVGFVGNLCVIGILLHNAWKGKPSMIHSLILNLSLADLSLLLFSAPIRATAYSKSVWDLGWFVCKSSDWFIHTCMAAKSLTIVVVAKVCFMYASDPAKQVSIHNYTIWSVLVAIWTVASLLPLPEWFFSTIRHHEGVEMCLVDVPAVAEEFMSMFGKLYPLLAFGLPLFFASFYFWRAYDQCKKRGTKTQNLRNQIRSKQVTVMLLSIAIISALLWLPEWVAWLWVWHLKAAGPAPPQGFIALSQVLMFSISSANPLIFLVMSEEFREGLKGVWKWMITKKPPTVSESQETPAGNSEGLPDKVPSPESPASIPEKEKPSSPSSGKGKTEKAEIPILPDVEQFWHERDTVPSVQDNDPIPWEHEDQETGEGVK
MITF primary – human MITF inhibition, primary screen. inhibition, % at 2.6 µM. 0.91% of 650,000 active. AID 1259374. AlphaScreen MITF homodimerization, bead proximity signal. O75030; in the data active means inhibition above about 50%;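 further: 0% = vehicle wells with protein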
Target sequence (O75030 whole entry, looked up): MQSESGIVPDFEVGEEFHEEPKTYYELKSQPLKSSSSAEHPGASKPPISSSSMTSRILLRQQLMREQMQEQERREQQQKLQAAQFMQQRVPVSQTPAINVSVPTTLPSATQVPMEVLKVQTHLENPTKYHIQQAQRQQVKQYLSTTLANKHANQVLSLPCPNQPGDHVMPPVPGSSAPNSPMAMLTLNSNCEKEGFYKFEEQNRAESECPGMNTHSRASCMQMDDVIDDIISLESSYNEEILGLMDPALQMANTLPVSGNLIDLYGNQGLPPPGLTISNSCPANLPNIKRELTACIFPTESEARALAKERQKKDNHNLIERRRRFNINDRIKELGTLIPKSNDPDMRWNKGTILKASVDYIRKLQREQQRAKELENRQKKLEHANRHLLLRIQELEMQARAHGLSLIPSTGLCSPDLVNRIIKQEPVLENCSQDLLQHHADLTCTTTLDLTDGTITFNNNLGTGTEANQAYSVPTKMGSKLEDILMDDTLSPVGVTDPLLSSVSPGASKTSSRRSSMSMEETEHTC
* = called active by the depositor; & = joins results of further samples. Compounds as they come. Share with any hit: about 3.5%.

SMILES | FBW7 activator | TEAD-YAP inh | GPR151 activ | MITF primary
CCCCNC(=O)CNC(=O)Cn1cnc2c(c1=O)C1CCCCC1S2 (configuration not stated) | 0.7 | 1 | -0.3 | 8
CC(=O)NC(=O)c1cc2cc([N+](=O)[O-])ccc2oc1=Nc1cccc2ccccc12 | -0.2 | -5 | 0.4 | 3
COc1ccc(S(=O)(=O)N(C)c2ccc(C(=O)NCc3ccccc3C)cc2)cc1 | 0.1 | 14 | 0.6 | -6
COc1ccc(NC(=O)/C=C/c2ccc([N+](=O)[O-])cc2)c(OC)c1 | 0.2 | 2 | 0.8 | -10
CC(=C\c1ccccc1)/C=C1/N=C(c2ccc([N+](=O)[O-])cc2)OC1=O | -0.1 | 9 | -1.0 | 4
CCN(CC)c1ncnc2sc(C(=O)NC3CCCCC3)c(C)c12 | 0.4 | 2 | -1.3 | 15
COc1ccc(NC(=O)c2c(C(F)(F)F)nc3ccccn23)cc1OC | -0.1 | 6 | 0.0 | 1
CCCN1C(=O)C2(c3cc(C)ccc31)N1CC3(C)CN2CC(C)(C1)C3=O (configuration not stated) | 0.1 | 10 | 1.0 | -16
COc1ccc(/C=C(\C#N)C(=O)Nc2cccc(C)n2)cc1 | 0.0 | -3 | -0.5 | 2
Cc1nc(-c2ccc(C)c([N+](=O)[O-])c2)cs1 | 0.0 | -13 | -0.6 | 1
Cc1ccc2nc(CN3CCN(C/C=C/c4ccccc4)CC3)nc(N)c2c1 | -0.1 | 3 | 1.2 | 3
CC1CCC(N2CCN(C(=O)c3cccc(Cl)c3)CC2)CC1 (configuration not stated) | -0.1 | 3 | 0.7 | 27
O=C(Nc1nn(Cc2ccc(C(=O)N3CCOCC3)cc2)c2ccccc12)c1ccccc1 | 0.2 | -4 | -0.4 | 5
CCOC(=O)N1CCC(N2CCOc3ccc(CN4CCC[C@H]4C(=O)OC)cc3C2)CC1 | -0.1 | 8 | -0.7 | -2
CCC(=O)Nc1nc2c(s1)C(=O)CC(C(=O)N1CCCCC1)C2 (configuration not stated) | 0.5 | -12 | 1.6 | -12
CCCCOC(=O)Nc1ccc(I)cc1C | 0.6 | -29 | 1.5 | -10
C=CCNC(=O)[C@@H]1C=CCN1S(=O)(=O)CC | -0.1 | -1 | 0.9 | 12
COc1ccc(-c2cc(N3CCN(C(=O)Cn4ccc5ccccc54)CC3)ncn2)cc1 | 0.1 | -2 | 1.8 | 15
CCOCCCn1nnc2c(=O)[nH]c(C(=O)NCc3cccc(Cl)c3)nc21 | -0.1 | -6 | 2.9 | 0
Cc1ccc(NC(=O)CN(C)C(=O)CSc2nnc(-c3ccc4c(c3)OCO4)o2)cc1 | 0.1 | -47 | -1.6 | 9
CCC(c1nnnn1CCOC)N1CCN(Cc2ccccc2OC)CC1 (configuration not stated) | -0.1 | -3 | -1.3 | 5
CC(C)[C@@H](CO)Nc1ccc2ncc(-c3ccco3)n2n1 | -0.5 | 53* | 0.0 | -9
COC(=O)c1c(N2C(=O)C3CC(C)=C(C)CC3C2=O)sc(C)c1C (configuration not stated) | -0.1 | -1 | -0.5 | -2
CCc1c(C)nc(SCC(=O)Nc2ccc(NC(C)=O)cc2)[nH]c1=O | -0.1 | 10 | 0.2 | 5
CCc1nnc(SCC(=O)Nc2cc(OC)ccc2OC)nc1CC | -0.1 | -8 | 0.4 | 1
Going on with the list.
SMILES | FBW7 activator | TEAD-YAP inh | GPR151 activ | MITF primary
O=C(NCc1nc2ccccc2[nH]1)c1ccc2nc(N3CCCC3CO)sc2c1 (configuration not stated) | 0.1 | 3 | -1.5 | 3
Cn1c(=O)n(C)c2cc(/C=N\NC(N)=S)ccc21 | -0.2 | -1 | 1.0 | -7
CCOC(=O)c1[nH]ncc1CN1CCC(Cc2cccc(OC)c2)(C(=O)OCC)CC1 | 0.1 | 3 | -1.0 | 2
Cc1ccc(C(=O)Nc2ccc3nn(-c4ccc(Cl)cc4)nc3c2)cc1[N+](=O)[O-] | 0.0 | 2 | -0.2 | -1
Cc1ccc(Nc2nc(-c3ccc(Cl)cc3)cs2)cc1C | 0.3 | -49 | -1.5 | 11
COCCn1c(=NC(=O)CN2C(=O)CCC2=O)sc2cc(C(=O)OC)ccc21 | 0.0 | -3 | 0.5 | -17
CCOC(=O)c1c(NC(=O)c2ccc(F)cc2)sc2c1CCN(C(=O)OCC)C2 | 0.2 | 2 | 0.8 | -7
Cc1ccc(N2C(=O)c3cc(Cl)c(Cl)cc3C2=O)c(C)c1 | -0.1 | 1 | 0.3 | 28
CCCNc1nc(Nc2ccc3ncccc3c2)ncc1C | 0.1 | -7 | -0.9 | 3
NC(=O)C1CCN(C(c2ccccc2F)c2sc3nc(-c4ccco4)nn3c2O)CC1 (configuration not stated) | 0.0 | -8 | 0.9 | -12
Cc1nnc(NC(=O)CCCN2C(=O)c3cccc([N+](=O)[O-])c3C2=O)s1 | 0.0 | 0 | -0.6 | 5
COc1ccccc1N1CCN(C(=O)COc2ccc(Br)cc2C)CC1 | 0.0 | 49* | 1.5 | 6
Cn1c(SCC(=O)N2CCc3ccccc32)nnc1C1CC1 | -0.4 | 2 | -0.5 | -7
O=C(O)c1cccc(NC(=S)N/N=C/c2cccs2)c1 | -0.2 | -19 | 1.2 | 8
Cc1cc(N2C(=O)C3C4CC(C(Br)C4Br)C3C2=O)no1 (configuration not stated) | 0.1 | -4 | 1.2 | -4
CC(=O)C1C(=O)CC(C)(O)C(C(C)=O)C1c1ccc(C(C)C)cc1 (configuration not stated) | 0.1 | -1 | -1.1 | -4
CCN1CCN(CCCNC(=O)Cn2ncc3c2-c2ccccc2OC3)CC1 | -0.2 | -7 | 1.4 | -4
Cc1ccc(NCC(=O)N/N=C/c2ccc(Cl)c([N+](=O)[O-])c2)cc1 | 0.1 | 1 | -0.6 | -5
O=C(N/N=C/c1ccccc1)c1ccc(Cl)cc1 | 0.0 | -38 | 0.5 | -12
CCCCOC(=O)C1=C(C)NC2=C(C(=O)CCC2)C1c1cccc([N+](=O)[O-])c1 (configuration not stated) | 0.1 | -4 | 6.3* | 8
CCOC(=O)c1ccc(N(CN2C(=O)c3ccc(Br)cc3C2=O)C(C)=O)cc1 | 0.1 | 5 | 0.1 | 9
COc1cccc(N2CC(C(=O)OC(CCCl)C(=O)c3ccc(F)cc3)CC2=O)c1 (configuration not stated) | 0.0 | 2 | 0.1 | 11
O=C1NC2(CCN(Cc3cc(F)ccc3F)CC2)Oc2ccccc21 | 0.0 | 3 | 1.2 | 5
CCOc1ccccc1-n1c(SCc2ccccc2C)nc2[nH]ncc2c1=O | 0.2 | -16 | 1.3 | 8
O=C(COc1cccnc1[N+](=O)[O-])c1ccc(Cl)s1 | -0.7 | 2 | -1.5 | 20
(list continues)
SMILES | FBW7 activator | TEAD-YAP inh | GPR151 activ | MITF primary
COc1cc([N+](=O)[O-])ccc1NC(=O)C(C)(C)Oc1ccc(Cl)cc1 | -0.1 | 3 | -0.1 | -7
Cc1ccc(-n2c(=O)c3sccc3n(CC(=O)N3CCCCC3C)c2=O)cc1 (configuration not stated) | -0.2 | -1 | 1.5 | -6
COc1ccc(CCNc2nc(Nc3cccc(N(C)C)c3)nc3c2ncn3C(C)C)cc1 | 0.2 | -6 | 1.3 | 9
CC(C)(c1cc(CN2CCCCC2)c(O)c(CN2CCCCC2)c1)c1cc(CN2CCCCC2)c(O)c(CN2CCCCC2)c1 | 0.0 | 17 | 0.8 | 4
c1cncc(-c2noc(C3CCN(CCc4cccs4)CC3)n2)c1 | 0.0 | 1 | 1.4 | -11
COc1ccc(CCNc2ncnc3nc(Nc4cccc(N(C)C)c4)[nH]c23)cc1 | -0.3 | -4 | -1.8 | 13
CC1CCN(CC(O)C(F)(F)F)CC1 (configuration not stated) | -0.1 | -5 | 0.7 | 3
CC1=C(C(=O)OCC2CCCO2)C(c2ccccc2)NC(=O)N1 (configuration not stated) | -0.2 | -6 | 0.8 | -2
Cc1ccccc1CN1CCN(C(=O)CCC2CCCC2)CC1 | 0.2 | 11 | 0.2 | 53*
CN1CCCC(OC(=O)c2ccc(S(=O)(=O)N(C)C)cc2)C1 (configuration not stated) | 0.2 | -5 | 2.5 | 0
COCCn1cc(-c2c(-c3ccc(Cl)cc3)c(=O)oc3ccccc23)cc(C#N)c1=O | 0.0 | -2 | -0.6 | -8
[O-]/[N+](=C\c1ccc(F)cc1)c1ccccc1 | 0.2 | 6 | -0.8 | -1
CC(C)(C)C(=O)OCOC(=O)[C@@H]1N2C(=O)[C@@H](N=CN3CCCCCC3)[C@H]2SC1(C)C | -0.2&0.0 | 1 | 3.6&-0.3 | 21&-2
CC1(C)OC(=O)C(=Cc2ccc(-c3cccc([N+](=O)[O-])c3)o2)C(=O)O1 | 0.0 | 6 | -1.2 | -2
Cc1cc(NC(=O)CSC2=NC(=O)C(Cc3ccccc3)C(=O)N2)no1 (configuration not stated) | 0.2 | 4 | -0.2 | -5
Cc1ccc(N2C(=O)CSC2c2ccc3c(c2)OCO3)cc1Cl (configuration not stated) | -0.1 | -9 | 0.0 | 1
Cc1ccc(NC(=O)Cn2c(-c3nonc3NC(=O)c3ccc(F)cc3)nc3ccccc32)cc1F | 0.3 | 8 | 4.9 | 8
CCOC(=O)c1c(NC(=O)/C(C#N)=C/c2cccc([N+](=O)[O-])c2)sc(C)c1C | 0.0 | 5 | 0.8 | -1
COc1cc(C2Nc3ccccc3C(=O)N2Cc2ccco2)cc(OC)c1OC (configuration not stated) | 0.0 | -2 | -0.5 | 9
CCCCN(CC)S(=O)(=O)c1ccc(C(=O)Nc2nc3ccc4nc(SC)sc4c3s2)cc1 | 0.0 | -5 | -0.3 | -10
CN(Cc1ccccc1)c1ccc([N+](=O)[O-])cc1[N+](=O)[O-] | -0.3 | 2 | 0.6 | 2
O=C(CSCc1ccccc1)Nc1ccc2c(c1)C(=O)NC2=O | -0.1 | 6 | 1.0 | 0
Cn1cc(-c2cnc3ccc(NCc4ccc5c(c4)OCO5)nn23)cn1 | 0.1 | -7 | 0.1 | 7
CN1CCN(c2ccc(C(F)(F)F)cc2NC(=O)Nc2ccccc2)CC1 | -0.1 | -12 | -1.0 | 2
Cc1ccc(C(=O)Nc2ncc(C)s2)o1 | 0.0 | -42 | -4.6 | 7
(more compounds)
SMILES | FBW7 activator | TEAD-YAP inh | GPR151 activ | MITF primary
O=C(Nc1ccc(OC(F)(F)F)cc1)c1nn2c(C(F)(F)F)cc(-c3ccc(Br)o3)nc2c1Br | 0.1 | 5 | 2.5 | 13
COc1ccc(C(=S)N2CCOCC2)cc1O | -0.1 | 9 | -0.7 | -2
COCCNC(=O)CCCCCn1c(=S)[nH]c2cc3c(cc2c1=O)OCO3 | 0.1 | 3 | -1.5 | 3
Cc1ccc(NC(=O)CCN2C(=O)c3ccccc3C2=O)c(Br)c1 | 0.1 | -9 | -0.6 | -3
O=C(NCc1ccccn1)c1cc(S(=O)(=O)N2CCC3(CC2)OCCO3)ccc1F | 0.1 | 1 | -1.0 | 14
CN(C)c1cccc(Nc2nc(Nc3ccc(N4CCOCC4)cc3)c3ncn(CCN4CCCC4=O)c3n2)c1 | 0.2 | -14 | -0.8 | 13
NCCS(=O)O | 0.1 | 3 | 0.2 | 17
Cc1cc2nc(-c3ccc(N)cc3O)oc2cc1C | 0.0 | 31 | -0.3 | 7
C/C=C/C=C/C(=O)OC(C)C(=O)Nc1ccc(NC(C)=O)cc1 (configuration not stated) | 0.1 | -1 | 4.0 | 7
Cc1ccc(CNC(=O)CCCCCn2c(SCC(=O)NCc3ccc(C)cc3)nc3ccsc3c2=O)cc1 | -0.2 | 0 | -1.5 | 19
CCOC(=O)c1sc(NC(=O)CSc2n[nH]c(CC)n2)nc1C | 0.4 | -2 | -1.2 | 16
CCc1ccc(CN2CCN(Cc3cc(OC)c(OC)cc3OC)CC2)cc1 | -0.2 | 5 | -1.0 | 63*
Cc1ccc2c(c1)C(C)CC(C)(C)N2C(=O)c1sc2ccccc2c1Cl (configuration not stated) | -0.1 | 11 | 0.2 | 2
CCOc1ccccc1C1C(C(=O)OC2CCCC2)=C(C)NC2=C1C(=O)CC(c1cccs1)C2 (configuration not stated) | 0.2 | 18 | -0.1 | -19
CC(C)CNC(=O)c1cn(C2CCCCC2)cc(C(=O)NCCc2ccncc2)c1=O | 0.1 | -59 | -0.2 | 6
CCOC(=O)C1(Cc2ccc(OC)cc2)CCN(C(=O)c2cnn(CC)c2)CC1 | -0.1 | -10 | -1.9 | 0
O=C(NCc1nnc(SCC(=O)N2CCC(Cc3ccccc3)CC2)o1)c1ccco1 | 0.1 | -2 | -1.0 | 13
O=C(Cc1c(F)ccc(F)c1F)N1CCC[C@@H]2CN(Cc3ccsc3)CC[C@H]21 | 0.1 | -13 | 1.3 | 7
Cc1cccc(C(=O)N/N=C/c2ccccc2F)c1 | -0.1 | -9 | 0.3 | -9
